Screens (PubChem)
DAGLB inhibitor – diacylglycerol lipase beta (human) inhibition. AID 504411. inhibition, % at 5.17 µM. Q8NCG7. HEK293T DAGLB membrane lysate, EnzChek fluorogenic substrate. actives 0.059% (n = 340,000); in the data active means inhibition above about 34%;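 further: 0% = enzyme with vehicle and 100% = wells lacking enzyme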
AddAB inh – less growth of phage-infected E. coli with AddAB; E. coli expressing H. pylori AddAB, absorbance growth; inhibition, % at 11.9 µM; actives 0.29% (n = 330,000); AID 435030; in the data active means inhibition above about 12%;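 further: 0% = vehicle wells of infected cells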
Tat export inh – inhibitors of E. coli Tat protein transport | E. coli MC4100 TorA-mCherry Tat export, fluorescence | inhibition, % at 10 µM | actives 0.036% (n = 340,000) | AID 488895;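 active means mean replicate inhibition at least 50% and at least half of replicates individually reaching 50%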;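 further: exported cargo escapes ClpAP degradation while cytoplasmic cargo is degraded and loses fluorescence; 0% = median of neutral control wells and 100% = median of NaSCN control wells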
HTR5A inv ag – HTR5A inverse agonism, opioid heterodimer counter-screen | inhibition, % at 9.3 µM | actives 0.083% (n = 340,000) | P47898 | HTR5A cell line, luminescence; in the data active means inhibition mostly above about 23%, no sharp cut-off; inactive means mostly below about 18%;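 further: 0% = cells with DMSO and 100% = no-cell wells with DMSO; some compounds called inactive have numbers as strong as hits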
Ecoli viability – reduces bacterial viability in AddAB counter-screen. E. coli V3065 growth, OD600 absorbance, 18 h. inhibition, % at 11.9 µM. actives 0.27% (n = 330,000). AID 449728;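 active means inhibition above the campaign's mean inhibition across all tested compounds plus 3 SD, cut at about 9.9% in these data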;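 further: uninfected addAB+ strain grown without phage in ampicillin broth; 0% = DMSO wells and 100% = ciprofloxacin 0.95 µg/ml wells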
phage Ecoli inh – E. coli growth loss with phage present. growth absorbance. inhibition, % at 11.9 µM. actives 0.26% (n = 360,000); in the data active means inhibition above about 11%
PKA-R1A activ – PKA-R1A complex activation; P00514+P68181; PKA-R1A dissociation, Cy5-IP20 fluorescence polarization; scaled: DMSO 0%, 113 µM cGMP 100%; activation, % at 11.4 µM; actives 0.083% (n = 340,000);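 active means percent activation above the mean of all tested compounds plus 3 SD, cut at about 19% in these data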;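 further: higher means more PKAc released from R1A so a rise in polarization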
PKA-R2B activ – activates the human PKA-R2B holoenzyme complex; P22694+P31323; PKA-R2B holoenzyme dissociation, Cy5-IP20 fluorescence polarization; R2B truncated from residue 108, S112A mutant; 0% DMSO only, 100% 113 µM cGMP; activation, % at 11.4 µM; actives 0.079% (n = 340,000); AID 504700;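 active means activation above a cutoff set at the mean over all compounds plus 3 SD, cut at about 18% in these data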;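 further: higher means more holoenzyme dissociation and a rise in polarization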
Target sequence (P31323 whole entry, looked up, other chains not shown, the tested form may be a part): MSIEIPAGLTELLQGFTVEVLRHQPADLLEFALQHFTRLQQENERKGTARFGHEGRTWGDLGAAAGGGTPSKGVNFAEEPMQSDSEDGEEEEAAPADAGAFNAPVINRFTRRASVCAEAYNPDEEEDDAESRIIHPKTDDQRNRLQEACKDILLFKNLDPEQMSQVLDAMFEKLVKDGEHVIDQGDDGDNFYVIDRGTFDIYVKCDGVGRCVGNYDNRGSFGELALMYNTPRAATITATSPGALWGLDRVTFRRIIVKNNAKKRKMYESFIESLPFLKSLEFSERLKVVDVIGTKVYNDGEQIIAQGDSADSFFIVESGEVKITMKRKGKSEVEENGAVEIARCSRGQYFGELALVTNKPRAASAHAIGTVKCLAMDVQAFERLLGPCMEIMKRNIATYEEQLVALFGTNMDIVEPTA
HTR5A ag – counter-screen for OPRM1-OPRD1 agonists: human HTR5A agonism. P47898. HTR5A agonist assay, luminescence, cell-based. activation, % at 9.3 µM. actives 0.61% (n = 340,000). AID 504692; in the data active means activation mostly above about 9.5%, no sharp cut-off; inactive means mostly below about 7.6%;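 further: 0% = cells with vehicle only and 100% = reference agonist; strong numbers were not always called active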
SUMO Mot1 rescue – SUMOylation pathway inhibition by Mot1-301 growth rescue; S. cerevisiae Mot1-301 growth rescue, ATP luminescence, 38.5C; percent above DMSO median, 100 means doubled; growth rescue, % at 18.8 µM; actives 1% (n = 320,000);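 active means every valid replicate shows activation above 250% relative to neutral control wells; inactive means the rest, any valid replicate at or below 250%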;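 further: OY570 slx delta 5 strain wells were the positive control but not used for scaling; some compounds called inactive have numbers as strong as hits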
CDK5 p35 inh – inhibitors of human CDK5/p35 kinase. inhibition, % at 10 µM. actives 0.01% (n = 330,000). AID 488839. Recombinant CDK5/p35, ADP-Glo luminescence, 60 min. Q00535+Q15078;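 active means highest replicate inhibition of at least 50% and at least 75% of replicates reaching 50%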;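 further: plate controls were DMSO neutral control for no effect and GW8510 at 10 µM for full effect; many of its hits are not listed in these tables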
Target sequence (Q00535 whole entry, looked up): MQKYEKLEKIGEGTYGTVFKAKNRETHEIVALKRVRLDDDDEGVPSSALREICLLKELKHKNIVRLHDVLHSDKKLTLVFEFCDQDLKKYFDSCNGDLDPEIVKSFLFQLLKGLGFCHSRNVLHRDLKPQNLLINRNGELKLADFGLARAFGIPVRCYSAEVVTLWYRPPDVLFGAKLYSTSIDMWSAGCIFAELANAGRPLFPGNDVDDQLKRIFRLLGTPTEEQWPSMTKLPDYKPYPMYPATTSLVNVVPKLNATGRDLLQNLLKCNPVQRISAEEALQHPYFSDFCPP
Target sequence (Q15078 whole entry, looked up): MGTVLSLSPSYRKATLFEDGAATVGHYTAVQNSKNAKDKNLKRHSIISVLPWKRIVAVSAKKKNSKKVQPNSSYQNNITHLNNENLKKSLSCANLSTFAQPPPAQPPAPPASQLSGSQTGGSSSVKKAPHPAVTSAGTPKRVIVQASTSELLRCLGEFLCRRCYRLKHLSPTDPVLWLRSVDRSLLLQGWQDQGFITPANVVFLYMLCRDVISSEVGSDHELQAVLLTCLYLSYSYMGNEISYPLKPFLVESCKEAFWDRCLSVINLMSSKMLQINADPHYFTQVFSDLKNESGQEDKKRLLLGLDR
* = called active by the depositor; x = not tested or not shown.

Sample of the layout, 4 compounds:
nr	compound	SUMO Mot1 rescue	HTR5A inv ag	PKA-R1A activ	CDK5 p35 inh	DAGLB inhibitor	AddAB inh	phage Ecoli inh	Tat export inh	PKA-R2B activ	HTR5A ag	Ecoli viability
1	Cc1cc(N2CCN(c3ccc(F)cc3)CC2)nc(-c2ccccc2)n1	40	-3	-5	0.9	-6	-0.3	0.1	6	-6	1	-1.7
2	Cc1cccc(C)c1OCC(=O)Nc1ncn[nH]1	4	-4	-2	-1.4	1	0.2	1.6	1	2	-3	-2.6
3	CC(=O)/C(N=Nc1ccc(C(=O)O)cc1)=C(\C)O	-4	-7	-4	2.3	-2	0.9	0.1	2	-11	2	-0.3
4	COc1ccc(/C=N/NC(=O)c2c(Br)cnn2C)c2ccccc12	-13	-1	-7	-0.9	1	2.9	0.9	-10	6	0	-1.5

The list itself (from the top)
nr	compound	SUMO Mot1 rescue	HTR5A inv ag	PKA-R1A activ	CDK5 p35 inh	DAGLB inhibitor	AddAB inh	phage Ecoli inh	Tat export inh	PKA-R2B activ	HTR5A ag	Ecoli viability
1	Cc1cc(N2CCN(c3ccc(F)cc3)CC2)nc(-c2ccccc2)n1	40	-3	-5	0.9	-6	-0.3	0.1	6	-6	1	-1.7
2	Cc1cccc(C)c1OCC(=O)Nc1ncn[nH]1	4	-4	-2	-1.4	1	0.2	1.6	1	2	-3	-2.6
3	CC(=O)/C(N=Nc1ccc(C(=O)O)cc1)=C(\C)O	-4	-7	-4	2.3	-2	0.9	0.1	2	-11	2	-0.3
4	COc1ccc(/C=N/NC(=O)c2c(Br)cnn2C)c2ccccc12	-13	-1	-7	-0.9	1	2.9	0.9	-10	6	0	-1.5
5	CCC1Oc2ccccc2N(CC(=O)NCCCN2CCOCC2)C1=O (stereo unspecified)	-7	-28	-13	5.0	1	0.9	4.2	-4	-9	10	-0.3
6	CCc1c(O)nc2ccccn2c1=O	-15	6	1	-3.3	1	3.8	1.5	-10	-9	0	0.3
7	C=CCc1ccc(OCC(O)COc2ccc(CC=C)cc2OC)c(OC)c1	118	-15	-6	-0.1	-2	0.2	4.0	33	-2	-1	-3.1
8	Cc1c(CCOC(=O)c2cccc([N+](=O)[O-])c2)sc[n+]1CC(=O)c1ccccc1	-9	-11	11	-1.5	4	1.4	3.8	3	-5	4	-1.4
9	O=C(CN1CCCCC1)Nc1cccc(Oc2ccccc2)c1	-11	5	0	-0.5	-4	0.2	-0.3	3	-5	-2	-1.2
10	COc1cc(/C=C(\NC(C)=O)C(=O)Nc2ccccc2C)ccc1OC(C)=O	9	-3	13	-0.8	-5	2.7	3.9	5	10	-4	0.3
11	COCCNC(=O)c1cc(-c2ccccc2C)n(CC2CC(c3cccc([N+](=O)[O-])c3)=NO2)n1 (stereo unspecified)	45	2	4	-1.5	3	1.2	1.4	0	-6	-1	-1.2
12	Cc1cccc(/C=N/n2c(COc3ccccc3)n[nH]c2=S)c1	19	7	-6	1.7	7	x	-0.1	6	-8	-2	x
13	CCCCC(=O)NC(=S)Nc1ccc(Cl)c(C(=O)O)c1	104	-4	9	-0.4	0	5.0	2.8	-9	-4	4	-0.3
14	COc1cc(/C=C/c2cc(C(F)(F)F)[nH]c(=O)n2)cc(OC)c1OC	x	-1	3	-1.1	2	x	4.1	0	1	0	x
15	CCN(CC)C(=O)n1c(Cc2ccccc2)nc2ccccc21	-7	9	1	-0.4	0	1.8	2.9	-6	3	-2	1.3

Given screen by screen: two of the compounds above
10) COc1cc(/C=C(\NC(C)=O)C(=O)Nc2ccccc2C)ccc1OC(C)=O
11) COCCNC(=O)c1cc(-c2ccccc2C)n(CC2CC(c3cccc([N+](=O)[O-])c3)=NO2)n1 (stereo unspecified)

| Compound | 10 | 11 |
| --- | --- | --- |
| SUMO Mot1 rescue | 9 | 45 |
| HTR5A inv ag | -3 | 2 |
| PKA-R1A activ | 13 | 4 |
| CDK5 p35 inh | -0.8 | -1.5 |
| DAGLB inhibitor | -5 | 3 |
| AddAB inh | 2.7 | 1.2 |
| phage Ecoli inh | 3.9 | 1.4 |
| Tat export inh | 5 | 0 |
| PKA-R2B activ | 10 | -6 |
| HTR5A ag | -4 | -1 |
| Ecoli viability | 0.3 | -1.2 |

Later entries.
nr	compound	SUMO Mot1 rescue	HTR5A inv ag	PKA-R1A activ	CDK5 p35 inh	DAGLB inhibitor	AddAB inh	phage Ecoli inh	Tat export inh	PKA-R2B activ	HTR5A ag	Ecoli viability
16	Clc1cccc(CSc2nnc(-c3cccnc3)n2Cc2ccco2)c1	-12	-36	-6	2.0	-3	0.0	x	-1	-15	1	-1.4
17	O=C(NC1=C(Nc2ccc(Cl)cc2)C(=O)c2ccccc2C1=O)c1ccccc1	18	11	3	1.5	20	5.8	3.9	0	3	6	1.7
18	CCOC(=O)c1ccc(NC(=O)CSc2ccc(-c3cccnc3)nn2)cc1	0	-7	7	0.6	-4	16*	4.9	-15	-2	6	3.5
19	Fc1ccccc1Nc1nc2ccccc2o1	-16	-4	5	-1.7	-3	1.0	3.9	-4	-6	1	-0.8
20	Cc1cccc(NC(=O)CN2CCN(C(=O)C3CCCO3)CC2)c1C (stereo unspecified)	5	3	-4	-1.9	-1	-1.0	1.0	2	-2	-1	0.8
21	CCCCc1ccc(NC(=O)N2CCNC(=O)C2CC(=O)Nc2ccsc2C(=O)OC)cc1 (stereo unspecified)	-18	-3	-1	-5.5	-8	-0.9	-4.0	11	-2	14	0.2
22	CC(=O)Nc1ccc(OCC[n+]2cccc(C(N)=O)c2)cc1	-13	x	x	-0.6	x	2.6	2.6	-1	x	x	1.7
23	CN1CCN(c2ccc(C(=O)c3ccc(Br)cc3)cc2[N+](=O)[O-])CC1	-10	2	-3	-1.9	2	-0.2	2.8	-7	-6	-1	0.9
24	COc1ccc(-n2nnnc2-c2nc3ccccc3s2)cc1	21	10	-10	-4.3	-2	3.4	2.3	1	-5	-1	2.6
25	COc1ccccc1NS(=O)(=O)c1cc(-c2cnc(C3CC3)o2)ccc1C	118	3	0	-1.1	-1	3.9	-0.2	2	-1	-1	-1.1
26	Cc1cc(C(=O)NC2CCCN(Cc3ccc(Cl)cc3)C2)n(C)n1 (stereo unspecified)	0	-19	-5	5.0	0	x	3.0	-12	-6	8	x
27	O=C(NCc1ccc(OC(F)(F)F)cc1)c1ccc2c(c1)S(=O)(=O)c1ccccc1C2=O	5	5	-7	2.4	-6	2.7	3.1	-1	-11	-2	3.3
28	O=C1/C(=C/c2ccccc2Cl)SC(=S)N1CCCC(=O)N(CCO)c1ccccc1	-12	-19	-18	-0.5	2	1.0	-1.9	19	-16	0	0.4
29	O=C(CSc1nc2ccccc2[nH]1)Nc1ccccc1F	-7	6	-17	8.0	3	2.5	1.1	-6	2	-2	1.6
30	CCC(=O)Nc1cccc(-c2nc3ccc(C)cc3o2)c1	-12	5	-5	0.1	-6	3.3	2.4	-7	-11	-1	0.9
31	Cc1ccc(C(=O)N/C(=C\c2ccco2)C(=O)NCCc2c[nH]c3ccccc23)cc1	300	-38	-9	-0.4	0	-1.2	1.3	1	-4	14	-0.1
32	COc1ccc(/C=N/Nc2nc(C)c([N+](=O)[O-])c(N(C)c3ccccc3)n2)cc1OC	0	-40	-1	-1.3	-3	2.4	-0.1	-1	-2	15	2.0
33	C=CCN(CC=C)C(=O)C1CCN(Cc2ccc(OCc3ccccc3)cc2)CC1	1	-17	6	0.5	0	2.0	1.5	0	0	5	0.6
34	CC1CCCN(C(=O)COC(=O)c2cccc(NS(=O)(=O)c3ccccc3)c2)C1 (stereo unspecified)	2	-3	3	-2.3	0	3.6	-0.7	5	0	1	-0.7
35	CCC(C)NC(=O)CN(c1cc(C)ccc1OC)S(C)(=O)=O (stereo unspecified)	157	10	0	-1.3	2	1.8	-2.5	3	-10	4	0.4
36	N#CC(C#N)=C/C(C#N)=C(/N)N1CCN(c2ccc(Cl)cc2)CC1	29	3	0	-1.6	1	-0.2	2.3	-8	-2	4	1.7
37	O=C(N/C(=C\c1ccccc1)C(=O)N1CCN(CCO)CC1)c1ccccc1	-9	24	-11	1.5	0	0.3	0.7	-5	1	0	-0.8
38	CCN1CCSc2ccc(C(=O)NCc3ccccc3C)cc21	19	-18	-3	0.3	-1	0.2	2.4	3	-4	6	-0.8
39	Cc1cccc2nc(-c3ccco3)c(Nc3ccccc3)n12	11	-8	-14	1.8	4	2.0	1.8	-4	1	1	4.8
40	CCN(CC(=O)Nc1ccccc1OC)C(=O)/C=C/c1cccs1	-5	5	3	1.7	0	4.1	5.0	0	1	-2	0.9
41	Cc1ccnc(NC(=O)c2cc(-c3ccc(Cl)s3)nc3ccccc23)c1	2	-11	5	-1.0	-9	0.2	1.4	-1	-7	1	-0.7
42	COC(=O)C1C(c2ccccc2)C(C(=O)N2CCOCC2)C1c1ccccc1 (stereo unspecified)	-8	4	0	2.4	-2	-0.2	0.8	-1	4	-1	1.2
43	Cc1ccc(C(=O)Nc2cccc(C(F)(F)F)c2)cc1Nc1ncnc2nc[nH]c12	-2	x	-10	x	0	1.6	-1.0	x	0	x	-0.2

Compound profiles, as listed above:
Cc1cc(C(=O)NC2CCCN(Cc3ccc(Cl)cc3)C2)n(C)n1 (stereo unspecified) is listed with SUMO Mot1 rescue: 0; HTR5A inv ag: -19; PKA-R1A activ: -5; CDK5 p35 inh: 5.0; DAGLB inhibitor: 0; AddAB inh: x; phage Ecoli inh: 3.0; Tat export inh: -12; PKA-R2B activ: -6; HTR5A ag: 8; Ecoli viability: x
CC(=O)/C(N=Nc1ccc(C(=O)O)cc1)=C(\C)O is listed with SUMO Mot1 rescue: -4; HTR5A inv ag: -7; PKA-R1A activ: -4; CDK5 p35 inh: 2.3; DAGLB inhibitor: -2; AddAB inh: 0.9; phage Ecoli inh: 0.1; Tat export inh: 2; PKA-R2B activ: -11; HTR5A ag: 2; Ecoli viability: -0.3
COc1ccc(-n2nnnc2-c2nc3ccccc3s2)cc1 is listed with SUMO Mot1 rescue: 21; HTR5A inv ag: 10; PKA-R1A activ: -10; CDK5 p35 inh: -4.3; DAGLB inhibitor: -2; AddAB inh: 3.4; phage Ecoli inh: 2.3; Tat export inh: 1; PKA-R2B activ: -5; HTR5A ag: -1; Ecoli viability: 2.6
